# Rv3671c protease – Rv3671c (M. tuberculosis) protease inhibition. P9WHR9. inhibition, % at 5.96 µM. 0.048% of 320,000 active; in the data active = inhibition above about 38%;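 note: extracellular domain of Rv3671c used as enzyme; 0% = enzyme with DMSO and 100% = no enzyme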
# Target sequence (P9WHR9 whole entry, looked up, the tested form may be a part): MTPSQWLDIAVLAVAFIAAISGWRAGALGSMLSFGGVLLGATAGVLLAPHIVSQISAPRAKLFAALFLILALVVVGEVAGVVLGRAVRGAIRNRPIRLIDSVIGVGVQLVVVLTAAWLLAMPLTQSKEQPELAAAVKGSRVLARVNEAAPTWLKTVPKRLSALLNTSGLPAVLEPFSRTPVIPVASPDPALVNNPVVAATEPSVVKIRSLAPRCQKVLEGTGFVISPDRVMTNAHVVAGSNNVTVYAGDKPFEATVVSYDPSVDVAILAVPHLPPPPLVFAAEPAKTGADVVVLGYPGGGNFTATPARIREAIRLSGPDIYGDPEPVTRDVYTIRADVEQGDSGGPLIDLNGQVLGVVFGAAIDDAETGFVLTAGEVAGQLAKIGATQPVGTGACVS
# FBA Mtb inh – inhibits M. tuberculosis FBA enzyme; purified M. tuberculosis FBA, fluorescence read-out; inhibition, % at 1 µM; 2.3% of 360,000 active; in the data active = inhibition above about 27%;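 note: 0% = vehicle and 100% = reference inhibitor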
# Target sequence (P9WQA3 whole entry, looked up): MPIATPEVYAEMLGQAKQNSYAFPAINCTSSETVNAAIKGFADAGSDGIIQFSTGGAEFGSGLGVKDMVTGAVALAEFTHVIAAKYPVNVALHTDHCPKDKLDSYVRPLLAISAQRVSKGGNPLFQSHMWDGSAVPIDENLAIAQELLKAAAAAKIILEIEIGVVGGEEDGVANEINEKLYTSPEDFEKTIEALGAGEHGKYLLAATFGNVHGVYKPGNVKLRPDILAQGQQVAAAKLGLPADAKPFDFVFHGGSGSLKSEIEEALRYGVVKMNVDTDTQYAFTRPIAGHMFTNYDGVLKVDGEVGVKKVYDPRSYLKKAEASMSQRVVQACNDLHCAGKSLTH
# UGM FP inh – inhibitors of M. tuberculosis UDP-galactopyranose mutase. P9WIQ1. purified UGM, fluorescence polarization probe displacement. inhibition, % at 10 µM. 0.06% of 320,000 active; in the data active = inhibition above about 10%, passing the limit was not always enough; inconclusive = no clear call, values can overlap the other calls
# BioA inh – blocks M. tuberculosis BioA enzyme activity; 0.096% of 360,000 active; purified M. tuberculosis BioA enzyme, plate reader; inhibition, % at 9.99 µM; in the data active = inhibition above about 40%; inconclusive = no clear call, values can overlap the other calls
# MazEF act – activators of E. coli MazEF toxin-antitoxin RNase | FAM/BHQ RNA-DNA oligo cleavage fluorescence, 5 h | activation, % at 20 µM | 0.32% of 350,000 active | AID 504720; in the data active = activation above about 50%
# Target sequence (P0AE70 whole entry, looked up): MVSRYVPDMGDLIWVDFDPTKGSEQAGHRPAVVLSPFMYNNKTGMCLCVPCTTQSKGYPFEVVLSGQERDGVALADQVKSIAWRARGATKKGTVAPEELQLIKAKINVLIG
# PrPC surface inh – reduces human prion protein on the cell surface | inhibition, % at 13.8 µM | 0.43% of 370,000 active | cell surface PrPC, TR-FRET read-out | AID 720596; in the data active = inhibition above about 24%; note: 0% = median of the test wells and 100% = reference compound wells
# FadD28 binding – M. tuberculosis FadD28 bisubstrate binding inhibition; 0.22% of 360,000 active; FadD28 bisubstrate probe binding, fluorescence polarization; AID 588549; inhibition, % at 12.5 µM; in the data active = inhibition above about 8.5%, passing the limit was not always enough; inconclusive = no clear call, values can overlap the other calls
# BoNT F protease – blocks Botulinum neurotoxin F light chain protease; Multiplex microsphere protease cleavage assay, flow cytometry; inhibition, % at 10 µM; 0.22% of 360,000 active; in the data active = inhibition above about 35%, passing the limit was not always enough; inconclusive = no clear call, values can overlap the other calls; note: plate controls were buffer without enzyme for full effect and enzyme alone for no effect
# GDH-TPI inh – counter-screen for M. tuberculosis FBA inhibitors: GDH-TPI coupled enzymes; GDH-TPI coupled enzyme counterscreen, NADH absorbance; inhibition, % at 4.8 µM; 1.2% of 360,000 active; AID 588335; in the data active = inhibition above about 30%;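 note: 0% = DMSO wells and 100% = wells lacking the enzyme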
# An asterisk follows results filed as active; ? = inconclusive; · = not tested or not shown; & = joins results of further samples.
SMILES,Rv3671c protease,FBA Mtb inh,UGM FP inh,BioA inh,MazEF act,PrPC surface inh,FadD28 binding,BoNT F protease,GDH-TPI inh
Cc1nn(CC(C)C)c2sc(C(=O)NC3CC(C)(C)NC(C)(C)C3)cc12,0,-4,0.3,0.8,1,1,-4.6,-12,1
Cc1ccc(Cc2cnc(NC(=O)CN3CCOCC3)s2)cc1Cl,6,-2,0.8,0.0,-3,3,-2.9,-12,1
NC(=O)c1c(NC(=O)c2ccccc2)sc2c1CCN(Cc1ccccc1)C2,-4,5,-1.9,-7.3,116*,0,-2.2,-9,10
COc1cccc(C(=O)NN2CC(O)=C(c3nc4ccccc4s3)C2=N)c1,0,1,-1.4,·,0,3,4.2,-7,13
CN1CCN(c2ccc(S(=O)(=O)N3CCCCC3)cc2NC(=O)c2ccc(F)cc2F)CC1,3,1,·,2.8,1,-6,-5.5,3,-3
Cc1ccc2nc(-c3ccccc3)c(CC(=O)O)c(C(=O)O)c2c1,6,2,1.6,·,11,0,-2.9,0,-4
Cc1cccc(NC(=O)COC(=O)c2cc(C)oc2C)c1,1,2,1.1,·,-1,6,-0.2,-9,0
Fc1ccc(CSc2ccc(-c3ccc4c(c3)OCO4)nn2)cc1,-1,-1,-1.3,·,-17,3,-0.3,-5,2
O=c1[nH]c(SCCOc2ccccc2)nc2ccccc12,0,1,-2.2,2.4,-1,-1,-2.1,-2,-2
Cc1cccc(N2CCN(C(=O)CSc3ccc4c(c3)OCCO4)CC2)c1C,-4,3,-0.6,-1.9,-7,6,-1.0,-2,5
CCOC(=O)C1=C(c2ccccc2)NC(=O)N(C(C)=O)C1c1cccc([N+](=O)[O-])c1 (stereo not given),2,1,2.6,·,-17,-7,-4.0,0,2
Cc1ccc2oc(-c3cccc(NC(=O)c4ccc(Br)o4)c3)nc2c1,-11,7,-2.4,·,-19,-7,-0.7,-13,7
C[C@H](CO)N1C[C@H](C)[C@@H](CN(C)C(=O)Nc2ccnc(N3CCOCC3)c2)OCc2cnnn2CCCC1=O,·,3,·,1.3&0.5,-7,0,-2.5,-1,-4
O=C1C(=O)N(Cc2cccnc2)C(c2cccc([N+](=O)[O-])c2)/C1=C(\O)c1ccc2c(c1)OCCO2 (stereo not given),1,-3,0.8,1.4,12,-3,-3.3,0,20
O=C(Cn1sc2ccccc2c1=O)Nc1ccc(Br)cc1,·,-2,·,-1.2,-13,-7,0.4,-3,2
Cc1cc(C(=O)CS(=O)c2ccc(F)cc2)cc(C)c1OC(=O)N(C)C (stereo not given),-6,0,3.5,·,-1,-3,-0.3,-15,0
CC1CC1C(=O)Nc1nc(-c2ccccc2)cs1 (stereo not given),-5,2,1.1,·,-4,6,-2.1,3,1
CC(=O)Nc1ccc(N2CCCC2)cc1,7,-1,-2.0,·,-11,-16,-0.4,-54,-4
Cc1nn(C)cc1/C=N/NC(=S)Nc1ccccc1,-6,1,-0.8,·,2,3,-4.9,0,3
O=C(NCCN1CCOCC1)c1cc(Sc2ccc(F)cc2F)nc2ccccc12,-3,-8,1.5,1.0,8,-7,-3.1,-3,-7
CN(C(=O)Cc1csc(-c2ccccc2)n1)c1c(N)n(Cc2ccccc2)c(=O)[nH]c1=O,4,3,4.6,0.2,3,2,-1.1,·,2
O=C(Cn1nnc(-c2ccc(F)cc2)n1)NC(=O)NC1CCCCC1,·,2,·,0.3,-3,10,-1.6,-8,3
O=C(O)c1cc2cc(S(=O)(=O)O)ccc2cc1O,·,-1,·,·,5,7,0.1,-3,3
Cc1ccccc1Cn1cc(/C=N/n2cnnc2)c2ccccc21,-7,2,-3.4,1.2,3,3,-4.6,·,27
O=C1c2ccc(-c3nc4ccccc4o3)cc2C(=O)N1Cc1ccccc1,·,0,·,·,6,-3,-2.7,-1,3
COc1ccccc1CN(C)c1nnnn1-c1ccccc1,0,4,0.4,·,11,0,-2.6,2,-3
FC(F)(F)c1cnc(N/N=C/c2ccncc2)c(Cl)c1,-6,0,2.5,·,-9,-8,-0.8,-4,57*
Cc1cccc(C(=O)N=C2SC3CS(=O)(=O)CC3N2c2ccccc2)c1 (stereo not given),·,-4,·,-1.2,-5,7,-2.5,4,-12
CCOC(=O)c1cnc2c(N=Nc3ccccc3)c(N)nn2c1N,-3,1,-4.9,·,13,0,-3.2,11,7
CS(=O)(=O)N(CC(=O)O)c1cc(C(F)(F)F)ccc1Cl,5,1,0.6,-4.9,4,1,0.3,6,-4

# One compound at a time (already shown). Order of values: Rv3671c protease, FBA Mtb inh, UGM FP inh, BioA inh, MazEF act, PrPC surface inh, FadD28 binding, BoNT F protease, GDH-TPI inh
# O=C(O)c1cc2cc(S(=O)(=O)O)ccc2cc1O reads ·, -1, ·, ·, 5, 7, 0.1, -3, 3
# Cc1nn(C)cc1/C=N/NC(=S)Nc1ccccc1 reads -6, 1, -0.8, ·, 2, 3, -4.9, 0, 3
# CC(=O)Nc1ccc(N2CCCC2)cc1 reads 7, -1, -2.0, ·, -11, -16, -0.4, -54, -4

# New compounds follow.
SMILES,Rv3671c protease,FBA Mtb inh,UGM FP inh,BioA inh,MazEF act,PrPC surface inh,FadD28 binding,BoNT F protease,GDH-TPI inh
CC1(C(=O)NS(=O)(=O)C2CC2)CCCN(C(=O)c2cccnc2Oc2ccccc2)C1 (stereo not given),·,2,·,0.0,·,5,-1.6,-8,4
Cc1ccc2c(c1)NCC(C(=O)NCc1ccccc1)O2 (stereo not given),-6,-2,2.1,1.1,13,-1,-2.6,1,-25
CN(C(=O)CSc1nnc(C2CC2)n1C1CC1)C1(C#N)CCCCC1,-5,2,-1.2,-0.1,10,-6,-0.8,-2,0
COCCOC1CCN(C(=O)c2cc(COc3ccc(F)cc3F)on2)CC1,-6,1,0.6,-0.1,3,-5,0.4,7,2
Nc1ncnc2c1ncn2[C@@H]1O[C@H](C(=O)N[C@H](CO)Cc2ccc(O)cc2)[C@@H](O)[C@H]1O,·,-4,·,-0.1,·,0,-3.9,-4,·
CCCNC(=O)c1cccc(COCC(F)(F)F)c1,-2,2,3.0,0.2,7,-4,-1.1,-18,11
O=C(Cc1ccc(Cl)cc1)N/N=C/c1ccc(O)c(O)c1,·,-2,·,-0.8,6,0,-3.0,-9,16
Cn1c2ccsc2c2ncn(Cc3ccc(F)cc3)c(=O)c21,-1,3,·,-0.5,2,-2,-1.3,2,7
Cc1ccc(NC(=O)COC(=O)C2CC3CCCC(C2)C3=O)c([N+](=O)[O-])c1 (stereo not given),1,0,1.3,5.8,-1,-24,0.7,-5,16
CCOC(=O)c1nc(NCc2cccc(OC)c2)c2ccccc2n1,3,3,3.8,·,8,8,-0.5,-3,12
CSc1nc(SCC(=O)O)c2c3c(sc2n1)COC(C)(C)C3,4,5,-0.6,-1.0,3,20,0.3,-11,14
COC(=O)/C(=C/c1c[nH]c2ccccc12)[N+](=O)[O-],3,0,-0.8,-1.8,-12,9,1.4,1,6
CC(=O)C1=C(O)C(=O)N(c2nccs2)C1c1ccccc1 (stereo not given),6,2,2.5,·,6,-2,-1.0,11,20
Cc1cccc(N(CC(=O)NCCSCc2ccco2)S(=O)(=O)c2ccccc2)c1,-10,-3,1.3,0.1,-6,-2,-1.8,-2,9
O=C(Nc1cccc(F)c1)c1ccc(CSc2ccccc2)o1,-22,-5,-0.3,·,-5,-6,-5.6,3,12

# In the list so far, three have an NH in an aromatic ring:
SMILES,Rv3671c protease,FBA Mtb inh,UGM FP inh,BioA inh,MazEF act,PrPC surface inh,FadD28 binding,BoNT F protease,GDH-TPI inh
O=c1[nH]c(SCCOc2ccccc2)nc2ccccc12,0,1,-2.2,2.4,-1,-1,-2.1,-2,-2
CN(C(=O)Cc1csc(-c2ccccc2)n1)c1c(N)n(Cc2ccccc2)c(=O)[nH]c1=O,4,3,4.6,0.2,3,2,-1.1,·,2
COC(=O)/C(=C/c1c[nH]c2ccccc12)[N+](=O)[O-],3,0,-0.8,-1.8,-12,9,1.4,1,6

# Next section
SMILES,Rv3671c protease,FBA Mtb inh,UGM FP inh,BioA inh,MazEF act,PrPC surface inh,FadD28 binding,BoNT F protease,GDH-TPI inh
CC(=O)Nc1cccc(-c2ccnc3c2CC(C)(C(=O)Nc2ccc(C(C)C)cc2)O3)c1 (stereo not given),·,1,·,-0.3,·,5,-8.5,-1,-4
O=S(=O)(/N=C(/Nc1cc(N2CCOCC2)ncn1)c1ccc(F)cc1)c1ccccc1,-6,-1&3,0.6,-1.3,6&4,-3&-1,-3.7&-0.1,-10&-8,10&13
Cn1nnc(NC(=O)c2cccc(F)c2)n1,-2,-5,-0.7,2.0,-1,-7,0.5,-17,-1
COc1ccc(NC(=O)[C@@H](NC(=O)c2ccccc2F)C(C)C)cc1S(=O)(=O)N1CCOCC1,1,-1,2.1,0.5,-8,-4,-0.6,-2,-2
COc1ccccc1-n1c(/C=C/c2ccccn2)nc2ccccc2c1=O,-1,0,0.2,2.5,-2,-1,·,6,28
Cc1cc(C(=O)N/N=C/c2ccc(-c3ccc([N+](=O)[O-])cc3Cl)o2)n[nH]1,2,0,4.9,-0.6,-8,3,0.8,4,22
CCCC(C(=O)n1nc(C)cc1C)C(NS(=O)(=O)c1ccc(C)cc1)c1ccccc1 (stereo not given),-9,-1,-2.6,-0.6,-8,8,-1.5,5,5
CCOC(=O)C1=C(C)N(c2ccccc2)C(=O)C1,5,1,1.3,1.3,-14,5,0.1,9,-3
COC(=O)CNC(=O)c1ccccc1C,-1,2,-0.3,-1.5,-2,-1,1.4,-17,8
COc1ccc(CC(=O)N2N=C(C)CC2(O)C(F)(F)F)cc1 (stereo not given),5,1,3.6,·,2,2,0.2,7,1
O=C(NCc1ccccc1)c1ccc2c(=O)n(CC3CCCO3)c(=S)[nH]c2c1 (stereo not given),-14,-2,-1.1,-1.0,4,-3,-6.7,6,4
CCSc1nnc2ccc(-c3ccc(OC)c(OC)c3)nn12,-9,-2,0.8,26,13,-8,-0.8,2,22
Cc1ccc(CN2CCCC(C(=O)c3cccc(C(F)(F)F)c3)C2)o1 (stereo not given),12,2,-0.7,-0.4,2,6,-3.5,-4,1
O=C(CCNS(=O)(=O)c1ccc(Br)s1)NCc1ccc2c(c1)OCO2,2,3,-0.9,·,-14,10,0.9,5,-1
Brc1cnc(N2CCCC2)nc1N1CCOCC1,2,0,-1.0,-2.0,-5,14,-1.5,0,7
Clc1cccc(N/N=C(\Cc2nc3ccccc3[nH]2)c2ccccc2)c1,-15,-6,·,0.7,72*,7,-4.1,17,24
COc1ccc(C(=O)N/C(=C\c2ccc(OC)c(OC)c2)C(=O)N2CCCCC2)cc1,-8,-1,0.0,-0.7,4,1,0.0,0,3
CC(C)c1ccc(CC(=O)N2CCC2(C)C(=O)NS(=O)(=O)c2cccc(OC(F)F)c2)cc1 (stereo not given),·,-1,·,-0.1,·,0,-1.9,-6,4
Cc1cc(C)cc(OCC(=O)Nc2nc3ccc([N+](=O)[O-])cc3s2)c1,2,2,0.9,-1.6,-7,1,-0.2,-12,14
COc1ccc(NC(=O)COC(=O)COc2cccc3c2OC(C)(C)C3)cc1,2,-1,0.5,·,10,-1,0.7,-13,-2
Cc1ccc2c(c1)COc1c3ccc(C(=O)NCCO)cc3nn1-2,-2,32*,1.2,0.3,3,-20,1.7,9,16
COc1ccc(N(CC(=O)Nc2cccnc2)S(C)(=O)=O)cc1,3,0,-0.1,·,10,10,-1.2,-4,-2
Cc1cccc(N2CCC(NCc3c(C(=O)N4CCCCC4)nc4c(C)cccn34)CC2)c1,0,1,2.8,·,-24,-8,-0.9,-21,5
CCC(=O)NC(=S)NNC(=O)c1ccc(O)cc1,8,2,-0.7,-2.7,0,0,0.5,-4,14
CC(C)N1CC(C(=O)Nc2cc(Cl)cc(Cl)c2)CC1=O (stereo not given),-3,-1,-0.8,-0.9,-12,-7,0.3,?,6
O=C(c1cc(-c2cccs2)nc2ccccc12)N1CCN(S(=O)(=O)c2cccc(F)c2)CC1,-16,38*,1.0,-1.3,-4,-2,-0.3,3,15
CCCCC1CCC(c2nc(-c3cccnc3)no2)CC1 (stereo not given),-2,1,1.2,22,-15,-9,-6.6,-5,12
CCCn1c(O)c(N=NC(=O)c2ccco2)c2ccccc21,-18,6,1.0,-1.1,-1,-23,-1.1,-4,33*
Cc1ccc(O)c(NC(=O)c2cccc(S(=O)(=O)N3CCCCC3)c2)c1,-2,-1,-1.9,0.3,14,-2,-3.1,-2,2
Cc1cccc(CCNC(=O)C2CCN(S(=O)(=O)c3cccc4nsnc34)CC2)c1,-3,0,3.5,-0.4,-2,-7,0.9,2,11

# Screening data from PubChem.
